Screening data deposited in PubChem by several laboratories.
Hsp90 inh: tumor Hsp90 inhibitors, primary screen, cell lysate, fluorescence polarization, NCI-N417 lysate; Heat shock protein HSP 90-alpha (Homo sapiens), P07900; Cy3B-geldanamycin FP displacement; inhibition, % at 30 µM; actives 0.35% (n = 64,000);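 active = inhibition above 50%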;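 also: 0% = tracer plus lysate wells and 100% = tracer alone without lysate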
MKP-1 inh: MKP-1 phosphatase inhibitors, primary screen, biochemical, in vitro; recombinant MKP-1, OMFP hydrolysis fluorescence; inhibition, %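 (compounds tested at a single concentration somewhere between 10 and 100 µM)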; actives 0.15% (n = 65,000); Dual specificity protein phosphatase 1 (Homo sapiens), P28562; AID 374, 2006;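 active = inhibition above about 50%, limit read from the data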;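 also: 0% = DMSO max control wells and 100% = wells with enzyme stopped by NaOH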
Target sequence (P28562 whole entry, looked up): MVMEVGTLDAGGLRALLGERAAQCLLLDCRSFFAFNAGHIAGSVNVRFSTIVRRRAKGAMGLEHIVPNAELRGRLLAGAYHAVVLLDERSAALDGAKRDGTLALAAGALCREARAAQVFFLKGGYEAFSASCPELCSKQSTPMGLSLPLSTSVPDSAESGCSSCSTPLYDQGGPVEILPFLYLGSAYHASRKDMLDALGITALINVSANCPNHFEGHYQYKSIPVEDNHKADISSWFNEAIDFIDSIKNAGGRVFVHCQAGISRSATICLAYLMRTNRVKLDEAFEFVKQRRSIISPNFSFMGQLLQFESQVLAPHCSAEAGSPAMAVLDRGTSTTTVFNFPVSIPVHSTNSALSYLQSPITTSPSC
Cdc25B inh: inhibitors of Cdc25B phosphatase catalytic domain, primary screen, biochemical, OMFP fluorescence; recombinant Cdc25B, OMFP fluorescence Ex485/Em525; inhibition, %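 (compounds tested at 10 µM final in the well)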; actives 0.1% (n = 65,000); in the data active = inhibition above about 50%
Target sequence (P30305 whole entry, looked up, the tested form may be a part): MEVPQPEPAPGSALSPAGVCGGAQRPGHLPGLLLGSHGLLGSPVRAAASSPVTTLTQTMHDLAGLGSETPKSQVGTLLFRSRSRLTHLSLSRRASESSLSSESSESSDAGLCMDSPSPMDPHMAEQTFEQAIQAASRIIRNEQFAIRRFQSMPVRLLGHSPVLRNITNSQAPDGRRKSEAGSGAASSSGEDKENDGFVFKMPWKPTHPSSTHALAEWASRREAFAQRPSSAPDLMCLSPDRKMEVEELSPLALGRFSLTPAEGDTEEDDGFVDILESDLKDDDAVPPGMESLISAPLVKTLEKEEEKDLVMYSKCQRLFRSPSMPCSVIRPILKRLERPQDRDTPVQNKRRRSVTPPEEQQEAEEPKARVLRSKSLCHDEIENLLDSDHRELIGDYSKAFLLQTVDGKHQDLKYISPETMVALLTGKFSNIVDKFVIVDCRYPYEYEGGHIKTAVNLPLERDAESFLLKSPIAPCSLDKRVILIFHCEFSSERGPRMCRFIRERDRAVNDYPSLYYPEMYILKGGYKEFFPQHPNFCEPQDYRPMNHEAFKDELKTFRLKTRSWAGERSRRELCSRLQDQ
D1 mod: D1 CRE-luciferase signal change, two-sided – cell-based, HEK293 D1, dopamine EC30, D1 allosteric modulator project, primary screen. D(1A) dopamine receptor (Homo sapiens), P21728. dopamine EC30 potentiation; actives deviate in either direction. B-score at 10 µM. actives 5.9% (n = 58,000);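 active = luminescence count or its row- and column-corrected plate score outside the 99.7% band of the plate's sample wells, on either side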
CatB mix inh: cathepsin B inhibitors from pooled compounds, primary screen, biochemical, compound mixtures, AMC fluorescence; actives 0.06% (n = 62,000); Purified cathepsin B, AMC dipeptide fluorescence; P07858; inhibition, %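 (ten-compound pools at 5 µM per compound and 50 µM total)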; in the data active = inhibition above about 22%, passing the limit was not always enough;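 also: 0% = enzyme without compound and 100% = no enzyme blank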
Ec RNAP inh: E. coli RNAP inhibitors, biochemical; actives 0.2% (n = 62,000); E. coli RNA polymerase, fluorescence transcription assay; DNA-directed RNA polymerase subunit beta (Escherichia coli (strain K12)), P0A8V2; AID 559, 2006; inhibition, %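 (tested at 10 µM)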; in the data active = inhibition above about 20%;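 also: 0% = enzyme without compound and 100% = no enzyme blank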
CatB block: human cathepsin B inhibitors, primary screen, biochemical, fluorogenic substrate; purified cathepsin B, fluorescence; inhibition, %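 (tested at 10 µM)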; actives 0.1% (n = 63,000); AID 453, 2006; in the data active = inhibition above about 21%;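 also: 0% = enzyme with no compound and 100% = no enzyme blank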
AP ELISA ortho: alternative complement pathway inhibitors, primary screen, biochemical, ELISA, human serum, orthogonally pooled compounds | LPS-coated ELISA, C3 deposition; tested in compound mixtures | inhibition, % at 5 µM | actives 0.08% (n = 62,000);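 active = inhibition above 30% in each of the two pooled mixtures holding the compound, so the lower value exceeds 30%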;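 also: 0% = serum in Mg-EGTA without compound and 100% = EDTA serum blank; some compounds past the cut are filed as inactive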
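Assay system: human serum alternative complement pathway, C3 deposition on LPS-coated wells; Dosing: 5 µM per compound in ten-compound mixtures; Detection: Anti-C3 ELISA, OD 450 nm; Buffer or medium: Mg2+-EGTA GVB++ buffer containing human serum at 1:15 dilution; Timing: 1 h at 37 °C; Replication: two different pools per compound.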
tolC growth inh: growth inhibitors of E. coli tolC mutant, primary screen, strain BW25113 ΔtolC::kan, 384-well; actives 2.2% (n = 65,000); growth inhibition, % at 10 µM (by protocol); AID 573, 2007; OD615;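 active = growth inhibition at or above a cutoff equal to the mean over every tested compound plus 3 SD, cut at about 60% in these data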;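 also: growth measured after 20 h incubation at 37 °C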
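Signal: optical density read at 615 nm; Assay system: E. coli ΔtolC::kan strain BW25113; Times: 20 h incubation with compound, 37 °C; Dosing: 10 µM final, single dose.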
The depositor's hits bear a star; . = not tested or not shown.

1) Cc1c(NC2=NC3(CCCCC3)Cc3ccccc32)c(=O)n(-c2ccccc2)n1C
2) Cc1ccc(C(=O)CSc2nnc(-c3cccs3)n2C)o1
3) CCn1c(SCC(=O)N2CCOCC2)nnc1-c1cccs1
4) Cc1cc(C)n(-c2nc(NC(C)C)nc(NC(C)C)n2)n1
5) O=C1N(Cc2ccccc2)CCCC12CCCN(Cc1ccccc1)C2=O
6) O=C(CSc1nc2ccccc2n1-c1ccccc1)NCC1CCCO1 (stereo not drawn)
7) Cc1cc(-c2ccccc2)n2ncc(C#N)c2n1
8) Fc1ccc(-c2nnc(SCc3ncc(-c4ccccc4)o3)n2CC2CCCO2)cc1 (stereo not drawn)
Compound	1	2	3	4	5	6	7	8
Hsp90 inh	-2	-2	-2	-1	0	-1	-1	.
MKP-1 inh	3	-3	24	25	-1	-6	7	3
Cdc25B inh	-6	-7	-4	15	-3	-1	8	-6
D1 mod	-1.1	0.42	-0.63	1.9	0.014	-0.14	2.5	.
CatB mix inh	-7	5	-2	6	2	-8	1	4
Ec RNAP inh	8	8	1	10	2	3	-3	6
CatB block	2	2	0	-1	-3	2	-4	5
AP ELISA ortho	1	20	-13	4	-2	11	6	1
tolC growth inh	-9	0	-12	88*	-2	15	1	8

9) Nc1nnc(-c2ccccc2)c(-c2ccccc2)n1
10) CCOC(=O)c1c(NC(=O)c2nc3n(n2)C(C(F)F)CC(C)N3)sc2c1CCCC2 (stereo not drawn)
11) Cc1ccc(-n2cc(C(C)(C)C)[nH]c2=S)cc1
12) CCC(C)(C)n1nnnc1C(c1cccs1)N1CCN(Cc2ccccc2)CC1 (stereo not drawn)
13) C=CCn1c(SC(C)C(=O)NCc2ccc3c(c2)OCO3)nnc1C1CCCCC1 (stereo not drawn)
14) CCOC(=O)Cn1c(N2CCOCC2)nc2c1c(=O)[nH]c(=O)n2C
15) O=C1c2ccccc2-c2ccc(C(=O)N3CCOCC3)cc21
16) Cc1ccc(S(=O)(=O)N2CCOCC2)cc1C(=O)Nc1ccc(-c2cn3ccsc3n2)cc1
Compound	9	10	11	12	13	14	15	16
Hsp90 inh	0	-1	2	3	-2	4	-4	0
MKP-1 inh	-3	9	-3	-11	29	-4	13	38
Cdc25B inh	-14	7	-12	-2	0	-5	-10	0
D1 mod	20*	2	.	-1.3	-0.48	-1.4	0.92	-3.6
CatB mix inh	8	2	0	0	2	-8	0	-5
Ec RNAP inh	11	-1	-1	-3	6	0	-5	6
CatB block	3	2	3	-1	10	-1	-2	3
AP ELISA ortho	4	3	9	-14	-11	14	5	17
tolC growth inh	-5	-6	6	4	12	-11	-12	8

Limited to MKP-1 inh and CatB block, for 4 of the compounds above:
#	SMILES	MKP-1 inh	CatB block
1	Cc1c(NC2=NC3(CCCCC3)Cc3ccccc32)c(=O)n(-c2ccccc2)n1C	3	2
2	Cc1ccc(C(=O)CSc2nnc(-c3cccs3)n2C)o1	-3	2
3	CCn1c(SCC(=O)N2CCOCC2)nnc1-c1cccs1	24	0
4	Cc1cc(C)n(-c2nc(NC(C)C)nc(NC(C)C)n2)n1	25	-1

The results go on:
17) Cc1cc(S(=O)(=O)N2CCN(c3ccccc3C)CC2)ccc1F
18) CC(=O)Nc1sc(C)c(C)c1CN1CCN(S(=O)(=O)c2ccccc2)CC1
19) COC(=O)c1oc2ccc(Br)cc2c1NC(=O)CCN1CCOCC1
20) Cc1csc(NC(=O)CCN2C(=O)c3ccccc3S2(=O)=O)n1
21) CCOc1ccc(CCNC(=O)C2CCCN(c3nnc(-n4cccc4)s3)C2)cc1OCC (stereo not drawn)
22) Fc1ccc2[nH]c3c(N4CCN(C5CCCCC5)CC4)ncnc3c2c1
23) COc1ccc(-c2nnc(-c3cccnc3)o2)cc1OC
24) Cc1ccccc1-c1nc(CN2CCC(C(=O)NCC3CCCO3)CC2)c(C)o1 (stereo not drawn)
Compound	17	18	19	20	21	22	23	24
Hsp90 inh	-2	.	-5	-5	-3	-2	-7	-2
MKP-1 inh	-5	14	12	-4	2	20	9	7
Cdc25B inh	-9	-18	1	1	-1	11	-14	-15
D1 mod	0.27	-0.27	-0.23	0.35	.	.	4.1*	0.66
CatB mix inh	6	1	0	1	1	1	0	2
Ec RNAP inh	8	7	6	5	5	9	0	3
CatB block	7	5	-1	9	4	0	2	-1
AP ELISA ortho	9	17	2	6	-10	9	2	12
tolC growth inh	64*	17	-4	5	4	-11	-17	-8

4 entries out of the list above, arranged by the number in CatB mix inh, smallest number first.
cpd	structure	CatB mix inh
19	COC(=O)c1oc2ccc(Br)cc2c1NC(=O)CCN1CCOCC1	0
22	Fc1ccc2[nH]c3c(N4CCN(C5CCCCC5)CC4)ncnc3c2c1	1
24	Cc1ccccc1-c1nc(CN2CCC(C(=O)NCC3CCCO3)CC2)c(C)o1 (stereo not drawn)	2
17	Cc1cc(S(=O)(=O)N2CCN(c3ccccc3C)CC2)ccc1F	6

Further results.
25) CN(Cc1ccccc1)c1nnc(N)s1
26) Cc1cc(C)nc(SCc2nnc(SCC(=O)N3CCCc4ccccc43)o2)n1
27) Cn1c(=O)oc2cc(S(=O)(=O)NC3CCCc4ccccc43)ccc21 (stereo not drawn)
28) CCC(=O)N1CCCc2cc(S(=O)(=O)N3CCC(N4CCCCC4)CC3)ccc21
29) O=S1(=O)N=C(SCCO)c2ccccc21
30) CCC(C)(C)NC(=O)C(c1cccn1C)N(Cc1ccccc1)C(=O)Cn1nnc2ccccc21 (stereo not drawn)
31) Cc1ccc(-n2nnc3c(=O)n(Cc4cccc(C)c4)cnc32)cc1
32) CCN1CCN(c2nc(-c3cccnc3)nc3ccccc23)CC1
Compound	25	26	27	28	29	30	31	32
Hsp90 inh	-4	4	-2	-5	0	-6	-4	-2
MKP-1 inh	8	-4	3	-8	-27	15	-10	3
Cdc25B inh	-8	-9	-10	4	-6	0	-1	-9
D1 mod	0.98	-0.0028	.	0.072	0.0034	0.23	0.51	-4.3*
CatB mix inh	2	0	0	-16	-2	2	-1	1
Ec RNAP inh	0	-7	5	7	3	14	6	-4
CatB block	1	4	0	4	0	3	1	1
AP ELISA ortho	25	-15	14	12	-13	-1	3	17
tolC growth inh	-10	11	-3	-20	-11	-5	31	2

33) Cn1c(SCC(=O)NC(C)(C)C)nnc1-c1ccc(C(C)(C)C)cc1
34) O=C(CCC(=O)N1CCc2ccccc21)N1CCc2ccccc21
35) COc1ccccc1C1C(C(C)=O)=C(O)C(=O)N1CCc1ccccc1 (stereo not drawn)
36) OCCNc1ccc(Cl)cc1
37) CC(=O)C(=[N+]=[N-])C(=O)NCc1ccccc1
38) CCCc1nc(-c2cc3ccc(C)cc3[nH]c2=O)no1
39) Cc1cccc(N2C(=O)CC(Sc3nc(C)c4c(n3)CCCC4)C2=O)c1 (stereo not drawn)
40) O=C(CN(C1CCCCC1)S(=O)(=O)c1ccc(F)cc1)NCCCO
Compound	33	34	35	36	37	38	39	40
Hsp90 inh	2	-23	-1	-1	0	-1	1	-4
MKP-1 inh	24	8	3	-12	-18	18	-6	8
Cdc25B inh	1	6	-5	0	0	-5	-1	-12
D1 mod	.	0.67	0.46	0.12	-0.2	-0.69	0.33	-0.62
CatB mix inh	-4	-5	5	-2	.	3	2	-13
Ec RNAP inh	8	-5	10	9	-2	2	-10	-2
CatB block	0	-3	1	0	1	0	1	5
AP ELISA ortho	5	33	10	6	.	11	-10	22
tolC growth inh	11	-6	-1	-16	13	-2	4	3

41) O=C(c1coc2ccc(O)cc12)C1CC1
42) O=C(NCN1CCc2ccccc2C1)c1cnccn1
43) O=C(c1cc(-c2ccc(O)cc2)on1)N1CCCc2ccccc21
44) CCOC(=O)c1ccc(NC(=O)C2CCCO2)cc1 (stereo not drawn)
45) CCOC(=O)N1CCN(C(=O)CSCC(=O)Nc2nc(-c3ccc(Cl)s3)cs2)CC1
46) Cn1c(=O)c2c(nc(CN3CCC(C(N)=O)CC3)n2Cc2c(F)cccc2Cl)n(C)c1=O
47) C[C@H](NC(=O)NCCc1ccccc1)C(=O)O
48) COc1ccc(-c2nc3n(n2)C(c2cccnc2)C(C(N)=O)=C(C)N3)cc1 (stereo not drawn)
Compound	41	42	43	44	45	46	47	48
Hsp90 inh	-1	.	-3	-2	-5	1	2	-1
MKP-1 inh	4	-1	13	-5	9	-8	-14	7
Cdc25B inh	2	-10	-7	-9	-22	16	3	-8
D1 mod	-0.0077	-0.24	-0.99	23*	-0.47	0.82	-0.5	0.59
CatB mix inh	1	6	-1	1	.	5	6	2
Ec RNAP inh	15	8	10	0	.	.	.	7
CatB block	3	1	1	-9	.	3	-1	2
AP ELISA ortho	5	4	10	18	.	9	12	10
tolC growth inh	4	-7	20	-13	-10	-10	-30	-13

49) Nc1cc(-c2ccco2)no1
50) CC(=O)Nc1ccc(S(=O)(=O)NC(CC(=O)NCCC2=CCCCC2)C(C)C)cc1 (stereo not drawn)
51) O=c1[nH]c2cc(Cl)ccc2n1-c1ccccc1
52) CCC(=O)N(Cc1cc2c(C)ccc(C)c2[nH]c1=O)C1CCCCC1
53) C/C(=N\O)C(C)/[N+]([O-])=C/c1nc(C)c(C)n1O (stereo not drawn)
54) Cc1ccc(C)c(-n2c(Cc3cc(=O)[nH]c(=O)[nH]3)nnc2SC(C)C)c1
55) CC(=O)c1ccccc1NS(=O)(=O)c1c(C)nn(-c2ccccc2)c1C
56) CC(C)OC(=O)CCC1(C(=O)O)CCC(=O)NC1 (stereo not drawn)
57) O=C(CNCC1CCCO1)Nc1ccc(N2CCCCCC2)cc1 (stereo not drawn)
58) COc1ccc(-n2ncc3c(N4CCC(C(N)=O)CC4)ncnc32)cc1
59) Cc1cccc(N(C)S(=O)(=O)c2ccc3c(c2)CCC(=O)N3)c1
Compound	49	50	51	52	53	54	55	56	57	58	59
Hsp90 inh	-7	2	-15	-1	-1	0	-7	3	-2	-3	-3
MKP-1 inh	-1	1	-25	6	-14	7	0	-2	8	11	8
Cdc25B inh	-10	-5	7	-5	-13	-11	-2	-7	-17	9	-16
D1 mod	0.052	0.22	3.3	1.1	-1.1	0.099	0.48	-0.16	-0.007	.	0.45
CatB mix inh	3	-4	6	-6	-11	-2	52	2	2	.	-9
Ec RNAP inh	2	-5	6	10	5	5	6	7	1	14	1
CatB block	-1	0	-1	2	3	-3	1	8	0	3	1
AP ELISA ortho	-1	2	-4	-6	14	-2	0	-7	11	.	12
tolC growth inh	-11	-13	-5	23	-25	-19	30	-4	-10	-6	-6

Compounds as they come; 7.6% or so of the library scored in one or more.
